Assay outcomes deposited in PubChem by several laboratories.
Plk1 PBD FP: Plk1 (human) PBD binding inhibition; Plk1 PBD phosphopeptide binding, fluorescence polarization; inhibition, %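 (tested at about 20 µM)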; hit rate 0.13% among 97,000; in the data active = inhibition above about 34%, passing the limit was not always enough
PLK1 kinase inh: blocks human PLK1 kinase activity | P53350 | inhibition, % at 10 µM | recombinant PLK1 kinase, TR-FRET peptide phosphorylation | hit rate 0.53% among 97,000;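 active = inhibition of 50% or more in the single-concentration screen; inactive = inhibition below 50%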;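 also: 0% = DMSO max control and 100% = H-89 dihydrochloride min control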
Rev-RRE block: inhibitors of HIV-1 Rev-RRE RNA interaction; P05866; Rev peptide-RRE RNA binding, FRET; inhibition, % at 8 µM; hit rate 0.79% among 97,000; AID 704;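 active = inhibition above the screen-wide mean plus 3 SD, cut at about 35% in these data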;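 also: 0% = median DMSO wells and 100% = median Neomycin B control wells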
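Assay system: labelled RRE RNA duplex and labelled Rev peptide / Medium: HEPES pH 7.5 salt buffer with EDTA / Reagent: labelled Rev peptide / Schedule: 5 + 15 min at 25 °C / Signal: FRET, excitation 480 nm, emission 540 nm donor and 671 nm acceptor / Benchmarks: DMSO and neomycin B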
PTPN22 act: increases human PTPN22 phosphatase activity | Q9Y2R2 | recombinant LYP, DiFMUP fluorescence; 0 = plate median, 100 = signal doubled | activation, % at 2 µM | hit rate 0.11% among 96,000 | AID 697;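 active = activation at 2 µM above a set limit, the mean plus 5 SD, cut at about 37% in these data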
LYP inh 2: inhibitors of human LYP (PTPN22) phosphatase; hit rate 0.21% among 96,000; Q9Y2R2; recombinant LYP catalytic domain, DiFMUP fluorescence; inhibition, % at 2 µM;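 active = inhibition at 2 µM at or above a set limit, the screen mean plus 3 SD, cut at about 24% in these data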;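 also: 0% = DMSO with enzyme and 100% = enzyme fully blocked by orthovanadate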
EphB4 antag: EphB4-ephrin-B2 interaction antagonism | P54760 | EphB4 LBD / TNYL-RAW-Alexa532 peptide, fluorescence polarization | inhibition, % at 7 µM | hit rate 0.15% among 97,000 | AID 720;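 active = inhibition above the screen-wide mean inhibition plus 3 SD, cut at about 15% in these data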;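 also: 0% = DMSO wells and 100% = excess unlabeled TNYL-RAW peptide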
FAK blocker: FAK (human) kinase inhibition | Q05397 | hit rate 0.84% among 97,000 | inhibition, %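 (tested at 7 µM)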 | biochemical FAK kinase activity assay; in the data active = inhibition above about 19%;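 also: 0% = DMSO and 100% = reference compound high control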
Target sequence (Q05397 whole entry, looked up): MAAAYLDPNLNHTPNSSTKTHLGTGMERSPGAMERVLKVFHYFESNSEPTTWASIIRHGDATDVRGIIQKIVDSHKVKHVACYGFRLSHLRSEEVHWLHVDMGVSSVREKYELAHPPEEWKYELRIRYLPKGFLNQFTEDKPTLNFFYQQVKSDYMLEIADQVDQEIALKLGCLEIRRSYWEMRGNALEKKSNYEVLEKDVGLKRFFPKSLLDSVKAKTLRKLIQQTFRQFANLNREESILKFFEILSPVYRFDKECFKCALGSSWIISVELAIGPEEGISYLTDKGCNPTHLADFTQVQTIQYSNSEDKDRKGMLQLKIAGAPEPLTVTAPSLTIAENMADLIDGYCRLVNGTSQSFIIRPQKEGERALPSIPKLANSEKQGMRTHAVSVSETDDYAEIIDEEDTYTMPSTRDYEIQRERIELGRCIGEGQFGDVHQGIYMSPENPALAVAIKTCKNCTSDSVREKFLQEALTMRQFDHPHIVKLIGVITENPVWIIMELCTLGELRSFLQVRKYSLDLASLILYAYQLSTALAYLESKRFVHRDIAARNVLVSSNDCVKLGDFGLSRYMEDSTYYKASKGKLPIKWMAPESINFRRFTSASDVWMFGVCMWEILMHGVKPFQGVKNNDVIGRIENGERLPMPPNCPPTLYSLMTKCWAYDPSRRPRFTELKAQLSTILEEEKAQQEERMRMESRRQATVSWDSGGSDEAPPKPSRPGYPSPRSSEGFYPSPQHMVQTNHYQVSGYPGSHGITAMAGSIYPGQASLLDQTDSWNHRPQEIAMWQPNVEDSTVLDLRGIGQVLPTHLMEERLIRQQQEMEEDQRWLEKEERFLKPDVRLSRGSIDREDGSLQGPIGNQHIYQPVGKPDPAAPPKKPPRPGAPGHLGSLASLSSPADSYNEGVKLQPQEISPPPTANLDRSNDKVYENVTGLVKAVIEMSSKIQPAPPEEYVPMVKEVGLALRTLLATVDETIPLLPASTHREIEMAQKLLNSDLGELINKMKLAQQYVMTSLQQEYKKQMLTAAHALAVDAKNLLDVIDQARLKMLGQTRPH
PTK2B oligo ant: Pyk2 (human) oligomerization antagonism; Q14289; hit rate 0.83% among 99,000; z-score (the deposit names both 25 µM and 10 µM); Q293 cells, Pyk2 FERM NanoBiT luminescence; active compounds read low;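 active = Z-score of -3 or lower, scaled per plate to the spread of control and sample wells; inactive = z-score above -3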;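 also: negative z-score means lost luminescence so less FERM oligomerization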
F-actin modifier: modifiers of cytoskeleton assembly; inhibition, % at 2 µM; hit rate 0.18% among 91,000; HUVEC TNFa F-actin phalloidin imaging, high content;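 active = inhibition above the batch mean plus 3 SD and confirmed as a hit by visual image inspection, cut at about 30% in these data, passing the limit was not always enough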; also: strong numbers were not always called active
* marks the source's active call; other numbers are inactive results; nt = not tested or not shown.

SMILES	Plk1 PBD FP	PLK1 kinase inh	Rev-RRE block	PTPN22 act	LYP inh 2	EphB4 antag	FAK blocker	PTK2B oligo ant	F-actin modifier
Cc1ccccc1OC(C)c1nc(-c2ccccc2)no1 (stereo not given)	-1	-14	15	-3	2	0	-1	-0.68	15
COc1cccc(C(=O)NC(C)C(c2cccs2)N2CCN(C)CC2)c1 (stereo not given)	4	-13	1	-14	12	-13	-4	0.99	-22
O=C1c2ccccc2-c2onc3ccc(Oc4ccccc4)c1c23	-69	17	64*	-8	9	1	36*	-1.6	-12
COC(=O)NCc1cc2cc(Cl)ccc2[nH]1	19	-6	3	2	-5	1	0	-0.36	-6
CCOC(=O)c1cc2c(=O)n3cccc(C)c3nc2n(Cc2ccco2)c1=NC(=O)c1ccccc1	5	-6	14	-17	21	7	1	-1.3	3
c1ccc2c(c1)CNC1(CCCCC1)C2	-9	-9	3	1	-2	0	-3	0.35	-8
COc1cc(C(=O)Nc2ccc(NC(=O)C3CC3)nc2)cc(OC)c1OC	-2	-13	0	4	-6	1	-7	-0.68	0
COc1cc(-c2n[nH]c(=O)o2)cc(OC)c1OC	-7	-10	9	4	-8	14	1	0.27	-3
NC(=O)c1ccccc1NC(=O)CN1CCOCC1	1	-10	6	6	-2	9	7	-0.3	nt
CC(C)C(=O)NC(=S)Nc1ccccc1C(F)(F)F	-31	-17	3	10	-6	-2	3	-0.74	4
CSc1nc(SCC(N)=O)c2c3c(sc2n1)CN(C)CC3	10	17	14	3	-6	-4	16	2.5	-1
COc1ccc(S(=O)(=O)N2CCN(C(=O)c3cccs3)CC2)cc1	-12	-5	0	6	-7	2	4	-0.25	22
Cc1cc(C)nc(N2C(=O)CC(C(=O)O)NC2=NCCc2c[nH]c3ccccc23)n1 (stereo not given)	0	-9	4	-9	9	-5	-1	-0.35	8
COc1ccc(CN2CCC(C(=O)NCCc3ccc(OC)c(OC)c3)CC2)c(OC)c1	-23	-7	3	0	2	-6	3	1.7	0
Cc1ccc(-c2nc3ccccc3[nH]2)cc1NC(=O)c1ccco1	-9	-14	-1	-6	5	3	7	-2.2	-37
CCOC(=O)C1=C(CS(=O)(=O)c2ccccc2)NC(=O)NC1c1ccccc1 (stereo not given)	-11	-4	3	1	-4	4	4	-2.1	38
COc1ccc(NC(=O)Nc2ccc(OC)cc2)cc1	-1	-5	7	-4	7	0	0	-1.3	22
CC1CCC(NC(=O)Cn2cc3c(n2)CCCC3)CC1 (stereo not given)	-1	-8	1	-5	2	3	-4	nt	5
CCCNC(=O)c1ccc(CN2CCc3ccccc3C2)cc1	-5	-8	5	1	-1	4	-1	-0.04	-7
C=C(C)CSc1nc(N)c2c3c(sc2n1)CCC3	-20	-3	9	-1	-1	11	0	-1.1	-9
COc1ccc(N2C(C)=CS/C2=C(/C#N)c2nnc(N3CCOCC3)n2-c2ccccc2)cc1	-27	3	-1	8	-8	-4	2	-0.42	11
O=C(O)c1cnc2ccccc2n1	0	-2	2	5	-8	-6	-4	-0.77	-40
Cc1ccc(C(CC(=O)c2ccco2)SCCO)cc1 (stereo not given)	5	-3	6	2	-4	2	-3	0.61	-14
O=C1CCCc2c1[nH]c1c(Br)cccc21	1	-10	16	3	-5	3	5	-1	-9

Three entries from above, bar-delimited:
canonical_smiles | Plk1 PBD FP | PLK1 kinase inh | Rev-RRE block | PTPN22 act | LYP inh 2 | EphB4 antag | FAK blocker | PTK2B oligo ant | F-actin modifier
Cc1cc(C)nc(N2C(=O)CC(C(=O)O)NC2=NCCc2c[nH]c3ccccc23)n1 (stereo not given) | 0 | -9 | 4 | -9 | 9 | -5 | -1 | -0.35 | 8
COc1ccc(CN2CCC(C(=O)NCCc3ccc(OC)c(OC)c3)CC2)c(OC)c1 | -23 | -7 | 3 | 0 | 2 | -6 | 3 | 1.7 | 0
Cc1ccc(-c2nc3ccccc3[nH]2)cc1NC(=O)c1ccco1 | -9 | -14 | -1 | -6 | 5 | 3 | 7 | -2.2 | -37

(cont.)
SMILES	Plk1 PBD FP	PLK1 kinase inh	Rev-RRE block	PTPN22 act	LYP inh 2	EphB4 antag	FAK blocker	PTK2B oligo ant	F-actin modifier
O=C(Nc1ccc(Cl)cn1)c1cccnc1	3	-15	3	7	-5	-4	-1	0.96	-1
O=C(Nc1cccc(OC(F)(F)F)c1)c1ccc(Br)o1	6	-11	17	1	-3	-1	2	-1.1	2
CC(=O)NS(=O)(=O)c1ccc(NC(=O)CCC2CCCC2)cc1	-12	-8	10	-3	2	10	-2	0.25	nt
c1ccc2c(N3CCOCC3)nc(N3CCOCC3)nc2c1	1	-10	2	8	-7	0	-1	0.21	4
CC(=O)N1CCc2cc(Br)cc(S(=O)(=O)N3CCN(C(=O)c4ccco4)CC3)c21	-26	-3	9	0	-1	4	-1	1.6	1
Cc1ccc(-n2nc3c(c2NC(=O)c2cccs2)CSC3)cc1	2	-15	-2	-7	5	5	3	-0.51	-31
CCOc1ccc(C(O)c2nccn2C)cc1 (stereo not given)	-33	-3	6	4	-2	-4	-4	0.15	5
Cn1c(N)c(C(=O)Nc2ccc3ccccc3c2)sc1=S	-7	-4	14	4	-1	11	-5	-0.39	-19
O=C(Cc1c(F)cccc1Cl)N1CCN(C(=O)c2ccco2)CC1	-3	-5	3	-2	4	-7	1	0.35	-13
COCCNC(=O)C(c1ccccc1C)N(CCOC)C(=O)Cn1nnc2ccccc21 (stereo not given)	4	-9	-3	5	-8	8	-1	2.6	44
Cc1cc(/C=C(/C#N)C(=O)Nc2ccccc2)c(C)n1-c1cccnc1	-29	-6	-3	7	-5	0	1	-0.55	-49
Clc1ccc(-c2cc3ccccc3nc2N2CCCC2)cc1	-29	-1	12	-8	11	-4	-4	-0.8	4
COc1ccc(NC(=O)CN2CCC3(O)CCCCC3C2c2cc(OC)ccc2OC)cc1 (stereo not given)	-9	-7	10	0	4	3	5	-0.21	4
COc1ccc(CNC(=O)C(OC(C)=O)c2ccccn2)cc1 (stereo not given)	-2	-2	12	-2	1	2	6	0.25	3
COc1ccc(OC)c(NC(=O)C2CCCN(S(=O)(=O)c3cccc4nonc34)C2)c1 (stereo not given)	18	-9	1	5	-9	-5	-2	-0.1	nt
O=C(Nc1nc(-c2ccccc2)cs1)c1cccnc1	-18	0	3	5	-3	-4	1	1.1	-6
O=C(c1ccccc1)c1ncc(C(F)(F)F)cc1Cl	-30	-4	-1	4	-7	-3	-3	2.6	1
CCOC(=O)CSc1nc(N2CCOCC2)c2c(c1C#N)CC(C)(C)N(C)C2	-7	0	1	13	-16	-6	-1	0.05	26
CN1CCN(Cn2cc(/C=C/C(=O)c3ccccc3)c3ccccc32)CC1	9	-6	13	4	-1	-3	-1	-1.8	-33
O=C(Nc1ccc2c(c1)OCO2)Nc1ccc(Br)cn1	-20	-5	6	-1	0	1	3	0.19	-7
FC(F)(F)c1cccc(Oc2nc(-c3ccccc3)nnc2C(F)(F)F)c1	-9	-12	21	-3	6	-1	-7	0.01	11
COc1cccc(NC(=O)CSc2nnc(Cc3cccn3C)n2-c2ccc(F)cc2)c1	0	-3	0	4	-6	-3	1	nt	0
O=S(=O)(c1cccs1)N1CCN(Cc2nc3ccccc3s2)CC1	-7	-10	3	-8	10	-6	2	1.1	-13
O=C(Nc1cccc(C(=O)N2CCOCC2)c1)c1ccccc1	18	3	2	4	-2	-9	2	0.08	4
Cn1c(-c2sc(=S)n(-c3ccccc3)c2N)nc2ccccc21	27	-7	5	0	-3	5	2	-0.48	-11
COc1ccc(CCNc2nnc(Sc3nnnn3-c3ccccc3)s2)cc1OC	-3	-3	3	3	-5	-2	-2	-0.77	9
COC(=O)c1cc2c(C)nn(-c3ccccc3)c2s1	29	-6	8	0	-1	-2	5	-0.79	-2
O=C(Nc1ccc(CN2CCOCC2)cc1)c1ccc(-c2cc(Cl)ccc2Cl)o1	6	-16	1	0	-1	-2	1	-1.5	0
CCOC(=O)Cc1csc(NC(=O)COc2ccc(N(C)S(=O)(=O)c3ccc(C)cc3)cc2)n1	6	6	-2	5	-4	-1	0	-3.9*	-5
COC(=O)C1(C(F)(F)F)N=C(N(C)C)OC(N(C)C)=N1	25	-2	2	-1	-1	-2	-1	0.8	-2
COc1cc(S(=O)(=O)N2CCN(C)CC2)ccc1Cl	1	-14	9	-7	10	9	5	-0.12	-22
COc1cc(OC)c(C2=NOC(C(=O)Nc3cc(C)nn3-c3ccccc3)C2)cc1Cl (stereo not given)	8	-11	5	-2	-3	2	0	-0.32	4
C/C(NC(=O)c1cccc(F)c1)=C1/C(=O)C[C@@H]2[C@H]1C2(C)C	-4	-3	14	2	-3	-1	2	-0.35	-3
CSc1nnc(Cn2c(=O)sc3ccccc32)n1CCc1ccccc1	13	-1	8	1	-2	2	-2	nt	-1
COc1ccc2ccccc2c1CN1CCN(C(=O)c2ccccc2)CC1	12	-7	1	1	-3	6	-7	-0.51	17
COC(=O)c1ccccc1NC(=O)c1ccc(-c2ccccc2F)o1	-17	-27	15	-7	3	3	2	-0.12	-6
Cc1[nH]n(-c2cccc3ccccc23)c(=O)c1C=Nc1ccc2[nH]c(=O)[nH]c2c1	1	-5	0	2	-5	1	2	-0.42	3
Cc1cc(C)cc(NC2=NC3(CCCCC3)N=C(N)N2)c1	28	-9	-18	5	-6	-4	-4	1.3	9
CCOC(=O)c1cn[nH]c1N	-2	37	-1	7	-10	-11	0	-0.3	-20
CCOC(=O)c1nn(-c2ccc(C)c(C)c2)c(=O)c2c(N)scc12	3	-12	2	-8	8	4	6	0.72	8
CCOC(=O)N1CCC(NC(=O)c2cc(S(=O)(=O)N3CCc4ccccc43)cn2C)CC1	4	1	3	-7	5	-5	-4	-0.37	-29
NC1=NC(=O)/C(=C/c2cccs2)S1	-18	-4	6	-6	8	5	11	0.21	-9
COc1cccc(C(=O)n2c(SC)nc3cc4c(cc32)OCCO4)c1	5	-13	6	3	1	3	5	1	6
CCOc1ccc(-c2nnc(-c3ccccc3)n2-c2ccccc2)cc1	-15	-9	-3	6	-9	3	1	0.59	14
COc1ccc(OC)c(CCNC(=O)CC2Oc3ccc(C)cc3NC2=O)c1 (stereo not given)	0	-3	-1	0	-3	-2	-1	nt	-11
Cc1c(N2C(=O)CS/C2=N\N=C\c2ccc(Br)cc2)c(=O)n(-c2ccccc2)n1C	-3	-17	1	-7	10	-1	5	0.24	-16
Cc1ccc(N2C(=O)c3ccc(C(=O)N4CCOCC4)cc3C2=O)cc1C	-20	-4	9	-9	6	-1	3	-0.05	2
CCN(CC)C(=O)C1CCCN(C(=O)Nc2ccc3nsnc3c2)C1 (stereo not given)	-32	-13	5	-1	2	-4	-2	1.8	-7
Cc1cccc(C2(c3cccc(C)c3)OC(=O)c3ccccc32)c1	-25	-8	20	4	-2	4	3	-0.88	nt
Cc1ccccc1OCC(O)Cn1c(=N)n(CCN2CCOCC2)c2ccccc21 (stereo not given)	-7	-11	16	-5	4	11	-2	0.21	4
Cc1cc2c3c(ccc(C)c3n1)N=CN2c1ccccc1	8	-14	7	6	0	4	6	0.11	32
COc1cccc(C2C(C#N)=C(N)Oc3cc(C)n(Cc4ccco4)c(=O)c32)c1 (stereo not given)	-8	-4	-3	-1	-1	-3	-1	0.42	-8
CCn1nnnc1SCC(=O)N1c2ccccc2CCc2ccccc21	-1	-5	4	-4	7	3	8	-0.07	-6
COc1ccc(C(=O)NCCNC(C)=O)cc1S(=O)(=O)NCc1ccc(Cl)cc1	-35	-15	4	-4	1	-4	0	2	0
O=C1N2c3ccccc3CCc3cccc(c32)C1(O)C(F)(F)F (stereo not given)	11	-10	9	2	2	0	2	0.16	-16
O=C(Nn1c(O)c(C=C2N=c3ccccc3=N2)sc1=S)c1ccccc1Cl	-2	-6	10	7	-6	9	4	-1.1	-4
Cc1[nH]nc2c1/C(=N\O)CC(C)(C)C2	-3	-5	8	-4	4	5	4	0.8	28
